APJ antagonist = antagonists of human apelin receptor APJ, primary screen, CHO-K1 cells, beta-arrestin complementation, luminescence; P35414; inhibition, % at 20 µM; AID 2521, 2010; 330,000 tested, 0.32% active;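 active means inhibition above about 40% at 20 µM, limit read from the data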;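 further: cells challenged with 10 nM apelin-13 agonist together with compound; plate controls were apelin-13 plus DMSO wells for no effect and DMSO wells lacking apelin-13 for full effect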
Target sequence (P35414 whole entry, looked up): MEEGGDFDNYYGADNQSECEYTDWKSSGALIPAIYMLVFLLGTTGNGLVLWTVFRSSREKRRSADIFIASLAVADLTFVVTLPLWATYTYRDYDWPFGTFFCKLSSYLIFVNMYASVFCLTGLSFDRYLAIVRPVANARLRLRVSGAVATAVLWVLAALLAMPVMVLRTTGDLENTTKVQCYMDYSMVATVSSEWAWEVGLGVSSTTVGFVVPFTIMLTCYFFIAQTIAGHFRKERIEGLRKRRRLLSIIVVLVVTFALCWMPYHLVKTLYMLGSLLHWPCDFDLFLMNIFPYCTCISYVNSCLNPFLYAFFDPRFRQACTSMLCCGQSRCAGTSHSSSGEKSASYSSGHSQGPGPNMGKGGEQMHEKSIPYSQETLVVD
Gli-Sufu block = Gli-Sufu pathway antagonists, primary screen, luciferase luminescence, Sufu-KO-LIGHT cells, uHTS. Sufu-KO-LIGHT fibroblasts, Gli luciferase reporter luminescence. inhibition, % at 5 µM. 340,000 tested, 0.74% active. AID 588413, 2011;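 active means inhibition above about 55%, limit read from the data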;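 further: 0% = DMSO-treated cells and 100% = wells with medium but no cells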
Jurkat NFkB inh = inhibitors of induced NF-kB luciferase reporter, primary screen, TCR NF-kB activation inhibitor project, cell-based, luminescence, uHTS. Jurkat, PMA/ionomycin-induced NF-kB luciferase reporter. inhibition, % at 4 µM. 330,000 tested, 0.53% active. AID 435003, 2010; in the data active means inhibition above about 50%
EBI2 block = EBI2 receptor antagonists, beta-arrestin recruitment, primary screen, cell-based, luminescence, 7a,25-OHC stimulation, uHTS | 7a,25-OHC stimulated | G-protein coupled receptor 183 (Homo sapiens), P32249 | inhibition, % at 5 µM | 360,000 tested, 0.81% active; in the data active means inhibition above about 38%;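 further: enzyme fragment complementation signal reports receptor beta-arrestin coupling in cells; 0% = agonist plus DMSO wells and 100% = wells without agonist; some results beyond the cut were filed as inactive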
CCR6 antag = CCR6 receptor antagonists, primary screen, cell-based, CHO-K1, luminescence, beta-arrestin, uHTS; 340,000 tested, 0.49% active; inhibition, % at 20 µM; CHO-K1 CCR6 PathHunter beta-arrestin, CCL20-stimulated; C-C chemokine receptor type 6 (Homo sapiens), P51684;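 active means compounds whose inhibition of the agonist-driven luminescence signal at 20 µM reaches about 50%, limit read from the data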;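 further: cells stimulated with CCL20 at 14 nM final; plate controls were DMSO with CCL20 for no effect and DMSO without agonist for full effect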
Target sequence (P51684 whole entry, looked up): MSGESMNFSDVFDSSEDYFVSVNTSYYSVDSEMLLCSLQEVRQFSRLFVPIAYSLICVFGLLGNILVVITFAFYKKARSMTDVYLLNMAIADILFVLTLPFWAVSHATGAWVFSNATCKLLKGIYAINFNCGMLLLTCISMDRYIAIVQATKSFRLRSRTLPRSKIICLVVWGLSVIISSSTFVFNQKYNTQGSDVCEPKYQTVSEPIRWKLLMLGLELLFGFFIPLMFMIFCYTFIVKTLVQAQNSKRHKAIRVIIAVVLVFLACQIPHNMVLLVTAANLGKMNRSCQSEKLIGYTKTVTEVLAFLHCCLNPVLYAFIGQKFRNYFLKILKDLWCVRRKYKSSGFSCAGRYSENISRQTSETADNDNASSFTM
UBC13 inh = UBC13 polyubiquitin chain formation inhibitors, primary screen, biochemical, TR-FRET, uHTS; inhibition, % at 20 µM; 330,000 tested, 0.47% active; in the data active means inhibition above about 45%, passing the limit was not always enough
Target sequence (P61088 whole entry, looked up): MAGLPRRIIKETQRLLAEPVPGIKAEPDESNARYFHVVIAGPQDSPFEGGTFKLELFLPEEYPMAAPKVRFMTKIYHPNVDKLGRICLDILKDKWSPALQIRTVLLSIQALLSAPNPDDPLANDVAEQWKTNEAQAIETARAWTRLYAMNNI
CXCR6 inh = CXCR6 receptor inhibitors, primary screen, cell-based, beta-arrestin, luminescence, CHO-K1 PathHunter, 1536-well; inhibition, % at 20 µM; 360,000 tested, 0.36% active; C-X-C chemokine receptor type 6 (Homo sapiens), O00574; AID 602244, 2012; in the data active means inhibition above about 34%, passing the limit was not always enough;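 further: antagonist mode with CXCL16 agonist at 10 nM final; 0% = 10 nM CXCL16 with DMSO and 100% = unstimulated wells without agonist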
697 NFkB inh = inhibitors of PMA/ionomycin-induced NF-kB reporter, 697 cells, primary screen, B-cell NF-kB inhibitor project, cell-based, luminescence, uHTS | 697 B-cell NF-kB luciferase reporter, 16 h | AID 435022, 2010 | 330,000 tested, 0.33% active | inhibition, % at 4 µM; in the data active means inhibition above about 35%
* hit, by the source's call.

`CC1CCCN(CCCNC(=O)CN2C(=O)COc3ccccc32)C1` (stereo unspecified) gave APJ antagonist 14.1, Gli-Sufu block 11.9, Jurkat NFkB inh 0.2, EBI2 block 0.2, CCR6 antag 7.8, UBC13 inh -3.6, CXCR6 inh -1.7 and 697 NFkB inh 9.6.
For N#Cc1ccsc1NC(=O)COC(=O)c1ccc2ccccc2c1 the results were APJ antagonist 10.5, Gli-Sufu block -50.1, Jurkat NFkB inh -34.2, EBI2 block -6.9, CCR6 antag -1.5, UBC13 inh 10.9, CXCR6 inh 3.8 and 697 NFkB inh -32.3.
`COc1ccc(OC)c(S(=O)(=O)N2CCC(C(=O)N(C)Cc3ccccc3)CC2)c1` gave APJ antagonist 15.4, Gli-Sufu block 3.6, Jurkat NFkB inh 5.6, EBI2 block 2.3, CCR6 antag 10.8, UBC13 inh 17.0, CXCR6 inh -1.1 and 697 NFkB inh -16.5.
Screening COCCCNC(=S)N1CCCN(c2nc3cc(C)ccc3cc2C#N)CC1 returned APJ antagonist 16.4, Gli-Sufu block 25.2, Jurkat NFkB inh -3.7, EBI2 block 5.1, CCR6 antag 1.4, UBC13 inh 4.3, CXCR6 inh -2.0 and 697 NFkB inh 6.0.
Screening O=C(COC(=O)C12CC3CC(CC(O)(C3)C1)C2)N1CCN(S(=O)(=O)c2ccc(Cl)cc2)CC1 returned APJ antagonist -4.3, Gli-Sufu block 9.1, Jurkat NFkB inh -11.0, EBI2 block 4.5, CCR6 antag -5.1, UBC13 inh -1.6, CXCR6 inh -0.5 and 697 NFkB inh -5.5.
Screening CC1CC(C)CN(S(=O)(=O)c2ccc(NC(=O)C3COc4ccccc4O3)cc2)C1 (stereo unspecified) returned APJ antagonist -24.4, Gli-Sufu block -6.6, Jurkat NFkB inh 12.0, EBI2 block 10.7, CCR6 antag 0.9, UBC13 inh 7.7, CXCR6 inh -2.5 and 697 NFkB inh 9.2.
For O=C(NCc1ccccc1C(F)(F)F)C1CC(c2ccccc2[N+](=O)[O-])=NO1 (stereo unspecified) the results were APJ antagonist -3.6, Gli-Sufu block -0.1, Jurkat NFkB inh 3.8, EBI2 block -3.0, CCR6 antag -1.1, UBC13 inh 10.4, CXCR6 inh -0.9 and 697 NFkB inh 8.0.
Screening CC(/C=N/NC(=O)c1cc(-c2ccc(C)s2)[nH]n1)=C\c1ccccc1 returned APJ antagonist -8.3, Gli-Sufu block -12.8, Jurkat NFkB inh 43.1, EBI2 block -0.5, CCR6 antag 4.7, UBC13 inh -22.8, CXCR6 inh -0.3 and 697 NFkB inh -18.3.
Screening COc1cc(/C=C2\C(=O)NN(c3ccccc3)C2=O)cc([N+](=O)[O-])c1O returned APJ antagonist 34.8, Gli-Sufu block -8.6, Jurkat NFkB inh -7.5, EBI2 block 1.2, CCR6 antag 33.9, UBC13 inh -119.7, CXCR6 inh 30.8 and 697 NFkB inh -2.6.
COC(=O)c1c(NC(=O)CC2SC(N)=NC2=O)sc2c1CCCC2 (stereo unspecified) was read as APJ antagonist -6.1, Gli-Sufu block 7.2, Jurkat NFkB inh -2.7, EBI2 block 7.7, CCR6 antag 1.3, UBC13 inh 7.6, CXCR6 inh -5.1 and 697 NFkB inh 16.3.
For CCS(=O)(=O)c1ccc(O)c(NC(=O)COc2ccc(Br)cc2)c1 the results were APJ antagonist -9.7, Gli-Sufu block -0.8, Jurkat NFkB inh 4.0, EBI2 block -6.6, CCR6 antag -15.0, UBC13 inh -8.0, CXCR6 inh -2.5 and 697 NFkB inh 3.0.
Screening CC(NC(=O)c1ccccc1)c1nnc(SCc2nc3ccccc3c(=O)[nH]2)n1C (stereo unspecified) returned APJ antagonist 7.3, Gli-Sufu block -2.5, Jurkat NFkB inh 8.8, EBI2 block -5.4, CCR6 antag 6.2, UBC13 inh -2.7, CXCR6 inh -4.5 and 697 NFkB inh 10.6.
Screening Cc1cccc2sc(NC(=O)c3ccc(NS(=O)(=O)c4cccs4)cc3)nc12 returned APJ antagonist -1.8, Gli-Sufu block -11.3, Jurkat NFkB inh 7.3, EBI2 block -13.4, CCR6 antag 12.1, UBC13 inh -3.3, CXCR6 inh -4.9 and 697 NFkB inh -12.2.
For O=C1NCC(O)=C1C=NCCO the results were APJ antagonist 18.7, Gli-Sufu block -15.0, Jurkat NFkB inh 7.8, EBI2 block -5.5, CCR6 antag -8.4, UBC13 inh 0.0, CXCR6 inh -2.1 and 697 NFkB inh 20.6.
Screening COc1ccc(CCNc2oc(-c3ccc(C)cc3)nc2C#N)cc1OC returned APJ antagonist -16.7, Gli-Sufu block 1.4, Jurkat NFkB inh -12.0, EBI2 block 0.0, CCR6 antag 4.5, UBC13 inh 1.2, CXCR6 inh 0.5 and 697 NFkB inh 7.1.
`CC1CCC(NC(=O)CN(C)S(=O)(=O)c2cnc[nH]2)CC1` (stereo unspecified) gave APJ antagonist -7.6, Gli-Sufu block -11.5, Jurkat NFkB inh 7.9, EBI2 block -6.0, CCR6 antag 6.7, UBC13 inh 0.4, CXCR6 inh -2.0 and 697 NFkB inh 3.4.
Screening COc1ccc(S(=O)(=O)c2cnc3ccc(OC)cc3c2N2CCC3(CC2)OCCO3)cc1 returned APJ antagonist -14.4, Gli-Sufu block 25.6, Jurkat NFkB inh 5.7, EBI2 block -18.2, CCR6 antag 15.0, UBC13 inh -3.0, CXCR6 inh 3.7 and 697 NFkB inh 15.2.
`COc1ccc(N(Cc2ccccc2)S(=O)(=O)c2cccc(C(=O)Nc3ncccc3C)c2)cc1` gave APJ antagonist 1.5, Gli-Sufu block -12.9, Jurkat NFkB inh 5.7, EBI2 block -1.6, CCR6 antag 17.1, UBC13 inh 3.1, CXCR6 inh 9.8 and 697 NFkB inh 26.7.
For CCCC(c1nnnn1CC1CCCO1)N1CCN(c2ccccc2)CC1 (stereo unspecified) the results were APJ antagonist 19.1, Gli-Sufu block -3.0, Jurkat NFkB inh -7.7, EBI2 block -11.0, CCR6 antag 11.5, UBC13 inh 4.9, CXCR6 inh -2.8 and 697 NFkB inh 3.9.
CC(Oc1ccccc1Cl)C(=O)N1CCOCC1 (stereo unspecified) was read as APJ antagonist -2.7, Gli-Sufu block 8.5, Jurkat NFkB inh 4.4, EBI2 block -7.9, CCR6 antag -4.6, UBC13 inh 10.6, CXCR6 inh -7.6 and 697 NFkB inh -6.6.

Overlap with the part before: 3 compounds, then new ones.
`COc1ccc(N(Cc2ccccc2)S(=O)(=O)c2cccc(C(=O)Nc3ncccc3C)c2)cc1` gave APJ antagonist 1.5, Gli-Sufu block -12.9, Jurkat NFkB inh 5.7, EBI2 block -1.6, CCR6 antag 17.1, UBC13 inh 3.1, CXCR6 inh 9.8 and 697 NFkB inh 26.7.
For CCCC(c1nnnn1CC1CCCO1)N1CCN(c2ccccc2)CC1 (stereo unspecified) the results were APJ antagonist 19.1, Gli-Sufu block -3.0, Jurkat NFkB inh -7.7, EBI2 block -11.0, CCR6 antag 11.5, UBC13 inh 4.9, CXCR6 inh -2.8 and 697 NFkB inh 3.9.
CC(Oc1ccccc1Cl)C(=O)N1CCOCC1 (stereo unspecified) was read as APJ antagonist -2.7, Gli-Sufu block 8.5, Jurkat NFkB inh 4.4, EBI2 block -7.9, CCR6 antag -4.6, UBC13 inh 10.6, CXCR6 inh -7.6 and 697 NFkB inh -6.6.
CCC(C(=O)Nc1ccc(C)cc1)c1ccccc1 (stereo unspecified) was read as APJ antagonist -13.5, Gli-Sufu block -15.1, Jurkat NFkB inh -7.5, EBI2 block -10.4, CCR6 antag 1.0, UBC13 inh -3.5, CXCR6 inh -0.9 and 697 NFkB inh 5.9.
Screening O=C(N/N=C/c1ccccn1)c1ccc(NC(=O)c2ccccc2Cl)cc1 returned APJ antagonist -9.2, Gli-Sufu block -12.5, Jurkat NFkB inh 9.7, EBI2 block -9.6, CCR6 antag -6.1, UBC13 inh -1.9, CXCR6 inh -7.5 and 697 NFkB inh 29.2.
Screening Cc1ccc(N(Cc2ccc(C(=O)NC3CCCCC3)cc2)S(C)(=O)=O)cc1C returned APJ antagonist 1.6, Gli-Sufu block 8.6, Jurkat NFkB inh 12.8, EBI2 block 2.2, CCR6 antag 14.0, UBC13 inh -16.9, CXCR6 inh 7.9 and 697 NFkB inh -7.1.
CC(=O)Nc1cc(C)c(S(C)(=O)=O)c(C)c1 was read as APJ antagonist 6.2, Gli-Sufu block 6.8, Jurkat NFkB inh 5.0, EBI2 block -5.5, CCR6 antag -12.3, UBC13 inh 6.2, CXCR6 inh -7.1 and 697 NFkB inh 2.9.
For OCCN(CCO)c1ncnc2c1oc1ccc(Br)cc12 the results were APJ antagonist 13.7, Gli-Sufu block -0.6, Jurkat NFkB inh 5.7, EBI2 block 2.2, CCR6 antag 0.5, UBC13 inh 0.2, CXCR6 inh -0.3 and 697 NFkB inh 10.3.
CCN(CC)CC(=O)Nc1cccc2c1C(=O)c1ccccc1C2=O was read as APJ antagonist -36.9, Gli-Sufu block -9.4, Jurkat NFkB inh 2.0, EBI2 block -3.3, CCR6 antag -5.8, UBC13 inh -28.6, CXCR6 inh -7.7 and 697 NFkB inh -1.4.
COCCn1c(SCC(=O)OCc2ccccc2)nc2c1c(=O)[nH]c(=O)n2C was read as APJ antagonist -0.9, Gli-Sufu block 4.5, Jurkat NFkB inh -2.3, EBI2 block -7.3, CCR6 antag -2.5, UBC13 inh 0.9, CXCR6 inh 2.5 and 697 NFkB inh 19.2.
CCC(=O)c1ccc(N2CCN(C(=O)c3ccccc3F)CC2)c(F)c1 was read as APJ antagonist 10.6, Gli-Sufu block -2.9, Jurkat NFkB inh -2.5, EBI2 block -0.6, CCR6 antag 8.2, UBC13 inh -0.2, CXCR6 inh -13.1 and 697 NFkB inh -10.3.
`Cn1c(SCC(=O)Nc2ccc3c(c2)OCCO3)nnc1C(F)(F)F` gave APJ antagonist -5.5, Gli-Sufu block 0.6, Jurkat NFkB inh 6.4, EBI2 block -2.4, CCR6 antag 1.4, UBC13 inh 2.8, CXCR6 inh -0.2 and 697 NFkB inh 11.5.
Screening Cc1nn(Cc2ccc(Cl)cc2Cl)c(C)c1NC(=O)c1nc2n(n1)C(C(F)F)CC(C)N2 (stereo unspecified) returned Gli-Sufu block 27.6, EBI2 block -12.0, CCR6 antag 11.5 and CXCR6 inh 3.2.
Screening Cn1c(=O)c2c(nc(NCCCO)n2CCc2ccccc2)n(C)c1=O returned APJ antagonist 8.1, Gli-Sufu block 0.5, Jurkat NFkB inh 2.0, EBI2 block -7.5, CCR6 antag 3.5, UBC13 inh 0.2, CXCR6 inh 2.5 and 697 NFkB inh 9.2.
`O=C(CN1C(=O)C2(OCCO2)c2ccccc21)c1ccc(F)cc1` gave APJ antagonist 29.6, Gli-Sufu block -4.8, Jurkat NFkB inh 5.6, EBI2 block -5.3, CCR6 antag 13.2, UBC13 inh -11.1, CXCR6 inh 9.7 and 697 NFkB inh 12.6.
CCOC(=O)N1CCN(S(=O)(=O)N2CCCC(C(=O)NCCc3ccc(OCC)c(OCC)c3)C2)CC1 (stereo unspecified) was read as APJ antagonist 6.7, Gli-Sufu block 11.9, Jurkat NFkB inh -3.6, EBI2 block 4.7, CCR6 antag 11.3, UBC13 inh -3.1, CXCR6 inh 4.0 and 697 NFkB inh -11.9.
C/C(=N\NC(=O)c1cccnc1)c1ccccc1 was read as APJ antagonist 11.3, Gli-Sufu block -36.4, Jurkat NFkB inh -34.1, EBI2 block 4.7, CCR6 antag -5.5, UBC13 inh -6.9, CXCR6 inh 3.4 and 697 NFkB inh -39.5.
Screening CCN1C(=O)[C@@H]2[C@H](C1=O)[C@@H]1C(=O)Nc3ccccc3C(=O)N1[C@@H]2c1cccc(OC)c1 returned APJ antagonist -7.7, Gli-Sufu block 5.2, Jurkat NFkB inh 7.3, EBI2 block -2.9, CCR6 antag 5.3, UBC13 inh 0.5, CXCR6 inh -2.8 and 697 NFkB inh 2.5.

Screening data deposited in PubChem BioAssay by Sanford-Burnham Center for Chemical Genomics.
